# Mac1 fbg enh – enhancers of CD11b/CD18 adhesion to fibrinogen, primary screen, K562 cells, luminescence. actives 0.07% (n = 93,000). Integrin beta-2 (Homo sapiens) + Integrin alpha-M (Homo sapiens), P05107+P11215. activation, % at 10 µM. ATPlite luminescence;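 active means 10 µM primary screen giving 50% or more activity, confirmed by 40% or more on retest at that dose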; further: strong numbers were not always called active; reference of the scale not given here
# Target sequence (P05107 whole entry, looked up, other chains not shown): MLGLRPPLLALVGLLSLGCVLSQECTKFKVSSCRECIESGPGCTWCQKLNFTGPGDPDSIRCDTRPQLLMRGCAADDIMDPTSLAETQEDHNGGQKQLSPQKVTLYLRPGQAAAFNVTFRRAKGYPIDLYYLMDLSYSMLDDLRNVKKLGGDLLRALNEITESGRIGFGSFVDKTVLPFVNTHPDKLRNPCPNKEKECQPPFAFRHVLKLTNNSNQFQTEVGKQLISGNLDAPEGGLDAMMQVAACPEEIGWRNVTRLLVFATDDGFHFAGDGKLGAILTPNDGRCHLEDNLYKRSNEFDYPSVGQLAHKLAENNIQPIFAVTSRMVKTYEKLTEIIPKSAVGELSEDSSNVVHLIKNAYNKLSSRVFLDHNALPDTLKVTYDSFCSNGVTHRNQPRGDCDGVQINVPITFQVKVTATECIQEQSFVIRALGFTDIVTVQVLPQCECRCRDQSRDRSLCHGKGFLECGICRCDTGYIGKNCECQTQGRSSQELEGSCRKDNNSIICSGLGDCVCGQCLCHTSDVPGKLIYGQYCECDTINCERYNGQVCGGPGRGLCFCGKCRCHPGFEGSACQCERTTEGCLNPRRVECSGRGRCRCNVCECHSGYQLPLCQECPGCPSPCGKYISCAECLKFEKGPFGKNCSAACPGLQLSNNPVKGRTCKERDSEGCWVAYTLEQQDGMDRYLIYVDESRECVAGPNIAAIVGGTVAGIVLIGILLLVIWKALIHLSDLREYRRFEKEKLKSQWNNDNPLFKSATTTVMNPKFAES
# Mac1 fbg inh – inhibitors of CD11b/CD18 adhesion to fibrinogen, primary screen, K562 cells, luminescence; Integrin beta-2 (Homo sapiens) + Integrin alpha-M (Homo sapiens), P05107+P11215; ATPlite luminescence; Mn2+ added to activate the integrin; inhibition, % at 10 µM; actives 0.54% (n = 93,000); AID 1497, 2009;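 active means primary inhibition of 50% or more at 10 µM, then 40% or more on retest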; further: some results filed as inactive read as strong as hits
# Active calls of the source: *; & = joins results of further samples.
SMILES,Mac1 fbg enh,Mac1 fbg inh
CC(NC(=O)CSC1=NCCS1)c1ccccc1 (stereo not drawn),-2,-18
COCCCN1CN(Cc2ccccc2)CNC1=S,2,-9
Cc1ccc(NN=Nc2nc3c([nH]2)c(=O)n(C)c(=O)n3C)cc1,0,-14
COc1cc(/C=N/NC(=O)c2cnccn2)cc(OC)c1OC,2,-2
CCCCNC(=O)c1cccnc1SCC(=O)Nc1ccccc1OC,0,-13
O=C(N/N=C/c1coc2ccccc2c1=O)c1cn(-c2ccccc2)nc1-c1ccccc1,-5,27
COc1cccc(CN(C)C(=O)Nc2cccc(C(F)(F)F)c2)c1OC,-1,10
CCCCNC(=S)N=Nc1c(O)n(Cc2ccccc2)c2ccccc12,-2,-16
CCN(CC)C(=O)c1ccc2c3c(cccc13)C(=O)N(CCc1ccc(OC)c(OC)c1)C2=O,5,6
O=c1c2ccccc2nc(COc2ccccc2)n1/N=C/c1cc([N+](=O)[O-])ccc1O,0,13
Cc1nc2ccc(NC(=O)c3nn(C(C)C)c(=O)c4ccccc34)cc2s1,2,21
CCOc1ccc(N2C(=O)C3Sc4[nH]c(=O)sc4C(/C=C/c4ccccc4)C3C2=O)cc1 (stereo not drawn),24,-3
Cc1nc(NC(=O)CSc2cc(C)c3ccccc3n2)c(Cl)cc1Cl,5,14
Cc1ccccc1NC(=O)c1c(C)[nH]c(=S)c(C#N)c1-c1ccco1,-2,-24
Fc1ccc(CCNC(=S)Nc2ccc(F)cc2)cc1,1,17
O=C(CCCSc1nc2ccccc2[nH]1)NCc1ccccc1Cl,1,2
CC1(C)C(=O)C2(CCCCC2)C(=O)OC1c1cccc([N+](=O)[O-])c1 (stereo not drawn),-2,4
COc1ccc(Nc2ccc(C(=O)O)cc2[N+](=O)[O-])cc1,3,9
Cn1cc(/C=C2\SC(=S)N(NC(=O)c3ccccc3)C2=O)c2ccccc21,23,13
O=C(Cc1sc(Nc2ccccc2)nc1-c1ccccc1)NCc1ccccc1,-2,11
COc1cccc(N2CCN(CC(=O)Nc3ccc(SC(F)F)cc3)CC2)c1,2,7
Cc1ccc(NC(=O)CC2SC(=NCC3CCCO3)NC2=O)cc1Cl (stereo not drawn),1,13
O=C(NC(=S)Nc1ccccc1N1CCCC1)c1ccccc1[N+](=O)[O-],-2,-1
CCOC(=O)/C(N=Nc1sc(C(=O)OC)c(C)c1C(=O)OCC)=C(\O)CCl,28,4

# 22 of the compounds above, with the structure last.
Mac1 fbg enh | Mac1 fbg inh | SMILES
0 | -14 | Cc1ccc(NN=Nc2nc3c([nH]2)c(=O)n(C)c(=O)n3C)cc1
2 | -2 | COc1cc(/C=N/NC(=O)c2cnccn2)cc(OC)c1OC
0 | -13 | CCCCNC(=O)c1cccnc1SCC(=O)Nc1ccccc1OC
-5 | 27 | O=C(N/N=C/c1coc2ccccc2c1=O)c1cn(-c2ccccc2)nc1-c1ccccc1
-1 | 10 | COc1cccc(CN(C)C(=O)Nc2cccc(C(F)(F)F)c2)c1OC
-2 | -16 | CCCCNC(=S)N=Nc1c(O)n(Cc2ccccc2)c2ccccc12
5 | 6 | CCN(CC)C(=O)c1ccc2c3c(cccc13)C(=O)N(CCc1ccc(OC)c(OC)c1)C2=O
0 | 13 | O=c1c2ccccc2nc(COc2ccccc2)n1/N=C/c1cc([N+](=O)[O-])ccc1O
2 | 21 | Cc1nc2ccc(NC(=O)c3nn(C(C)C)c(=O)c4ccccc34)cc2s1
24 | -3 | CCOc1ccc(N2C(=O)C3Sc4[nH]c(=O)sc4C(/C=C/c4ccccc4)C3C2=O)cc1 (stereo not drawn)
5 | 14 | Cc1nc(NC(=O)CSc2cc(C)c3ccccc3n2)c(Cl)cc1Cl
-2 | -24 | Cc1ccccc1NC(=O)c1c(C)[nH]c(=S)c(C#N)c1-c1ccco1
1 | 17 | Fc1ccc(CCNC(=S)Nc2ccc(F)cc2)cc1
1 | 2 | O=C(CCCSc1nc2ccccc2[nH]1)NCc1ccccc1Cl
-2 | 4 | CC1(C)C(=O)C2(CCCCC2)C(=O)OC1c1cccc([N+](=O)[O-])c1 (stereo not drawn)
3 | 9 | COc1ccc(Nc2ccc(C(=O)O)cc2[N+](=O)[O-])cc1
23 | 13 | Cn1cc(/C=C2\SC(=S)N(NC(=O)c3ccccc3)C2=O)c2ccccc21
-2 | 11 | O=C(Cc1sc(Nc2ccccc2)nc1-c1ccccc1)NCc1ccccc1
2 | 7 | COc1cccc(N2CCN(CC(=O)Nc3ccc(SC(F)F)cc3)CC2)c1
1 | 13 | Cc1ccc(NC(=O)CC2SC(=NCC3CCCO3)NC2=O)cc1Cl (stereo not drawn)
-2 | -1 | O=C(NC(=S)Nc1ccccc1N1CCCC1)c1ccccc1[N+](=O)[O-]
28 | 4 | CCOC(=O)/C(N=Nc1sc(C(=O)OC)c(C)c1C(=O)OCC)=C(\O)CCl

# Next section:
SMILES,Mac1 fbg enh,Mac1 fbg inh
Cc1cc(C)n(CCC(=O)N/N=C/c2ccccc2O)n1,0,12
CCOc1ccc(CCNC(=O)CSCc2ccc(C)cc2)cc1OCC,5,30
CC(C)(C)OC(=O)COc1cc(O)c2c(=O)cc(-c3ccccc3)oc2c1,-5,15
Cc1ccc(N=C2SC(C(=O)Nc3ccc(OC(F)(F)F)cc3)C(N)=C2C(=O)Nc2c(C)cc(C)cc2C)cc1 (stereo not drawn),24,9
Cc1ccc(N2CCN(C3=NC(=O)C(Cc4ccccc4)S3)CC2)cc1 (stereo not drawn),-2,-1
COC(=O)c1cc(NS(=O)(=O)c2ccc(N3CCOCC3)c(NC(C)=O)c2)cc(C(=O)OC)c1,-5,-1
CCN(CC)c1nc2c3c(nc4c(c3c1C#N)CC(=O)N4c1ccc(Cl)cc1)NC(C)=N2,27,21
CCN(CC)c1ccc(/C=C2/C(=O)ON=C2C)cc1,-2,19
C/C(=C\C(=S)Nc1ccccc1)Nc1ccccc1,3,5
CCOC(=O)c1c(NC(=O)c2cc(-c3ccc(Cl)s3)nc3ccccc23)sc(C(N)=O)c1C,71,4
C=CCN=c1scc(-c2ccccc2)n1/N=C/c1ccccn1,-2,51
OCC1CCCN(C(=S)Nc2ccc(OC(F)F)cc2)C1 (stereo not drawn),1,-17
COc1ccccc1/C=N/OCC(=O)NCc1ccc2c(c1)OCO2,0,-18
CCOc1cc2c(cc1OCC)C(c1ccc(OC)cc1)N(c1ccccc1)C(=O)C2 (stereo not drawn),3,4
Cc1ccc2nc(-c3ccc(NC(=O)CCS(=O)(=O)c4ccccc4)cc3)sc2c1,60,-20
O=C(N/N=C/c1ccc(OCc2ccccc2)cc1)c1cc[n+](Cc2ccccc2)cc1,11,-7
COc1ccc(Cc2c(C)nc(N)nc2Cl)cc1,-2,-7
Cc1ccc(NC(=O)C2c3ccccc3Oc3ccccc32)c(C)c1,63,-8
O=C(CCCCCNC(=O)c1ccccc1)N/N=C/c1ccccc1,-6,9
CN(c1ccccc1)c1nc(N)c(C#N)c(CC#N)c1C#N,-2,-8
Cc1ccc(/C=N/NC(=O)c2ccccn2)o1,0,2
C=CCNC(=O)/C(C#N)=C\c1cc(Cl)c(OCC)c(OC)c1,0,-4
O=C(Cn1c(=O)c2sccc2n(Cc2ccc([N+](=O)[O-])cc2)c1=O)NCCc1ccccc1,0,-10
Cn1c(NC(=S)Nc2ccccc2)nc2ccccc21,3,16
Cc1cc(C)c2nc(NC(=O)c3ccc4c(=O)n5c(nc4c3)CCCCC5)sc2c1,5,27
Cc1ccc(S(=O)(=O)Oc2ccccc2/C=N/NC(=O)c2nn(C)cc2[N+](=O)[O-])cc1,8,-14
CC(Sc1nnc(-c2ccccc2)c(-c2ccccc2)n1)C(=O)N1CCc2ccccc21 (stereo not drawn),-4,6
O=C(NC(=S)Nc1ccc(NC(=O)c2cccs2)cc1)c1ccco1,3,-6
CCc1cccc(CC)c1NC(=O)COC(=O)c1ccc(F)c(S(=O)(=O)N(CC)CC)c1,-3,14
CCOC(=O)C(Cc1ccccc1)C(=O)Nc1cccc(C)c1 (stereo not drawn),0,6
COc1cccc(/C=C/C(=O)Oc2ccc(C(=O)c3ccc(F)cc3)cc2)c1,-3,-4
O=C(OCC(=O)N1CCOCC1)c1ccccc1Cc1ccccc1,7,-2
Cc1cc(/C=N/NC(=O)C(O)(c2ccccc2)c2ccccc2)c(C)n1-c1ccc(C(=O)O)cc1,9,-11
COc1cc(C(=O)O/N=C2/C=C(C)C(=O)C=C2C)cc(OC)c1OC,-2,6
CCCCOC(=O)c1ccc(NC(=O)C(=O)NCc2ccncc2)cc1,-1,-5
CC(C)N(C(=S)Nc1cc(S(=O)(=O)N2CCOCC2)ccc1Cl)c1ccccc1,-1,4
COCCn1c(SCC(=O)Nc2cc(C)nn2-c2ccccc2)nnc1-c1ccncc1,-2,1
O=C(CN1C(=O)NC2(CCCCCCC2)C1=O)NCc1cccs1,0,0
CCOC(=O)NC(NCc1cccc(C(F)(F)F)c1)(C(F)(F)F)C(F)(F)F,3,-14
CC(=O)N1C(=O)/C(=C2\SC(=S)N(c3c(C)n(C)n(-c4ccccc4)c3=O)C2=O)c2ccccc21,-5,-13
O=C(NN=C1CCC(c2ccccc2)CC1)c1ccccc1-n1cccc1 (stereo not drawn),0,8
COc1ccc(C(=O)Nc2ccc(C(F)(F)F)n(C)c2=O)cc1,46,4
O=C(c1ccc(-c2cc3ccccc3oc2=O)cc1)N1CCN(c2ccc(Cl)cc2[N+](=O)[O-])CC1,30,-7
O=C(CSc1nc2ccccc2n1S(=O)(=O)c1cccc([N+](=O)[O-])c1)NCc1cccs1,0,0
O=C(Nc1ccc(NC(=O)C23CC4CC(CC(C4)C2)C3)cc1)c1cc(F)c(F)cc1Cl,85,-9
O=C1c2cccc(OCC(=O)N3N=C(c4cccs4)CC3c3ccc(F)cc3)c2CCN1Cc1cccnc1 (stereo not drawn),75,4
O=C(CNC(=O)c1ccccc1)NCC(=O)OCC(=O)c1ccc([N+](=O)[O-])cc1,1,-5
Cc1ccc(NC(=O)CN(C)C(=O)/C=C/c2cccs2)cc1,0,1
COc1cccc(C2(c3cccc(OC)c3)CC2C(=O)Nc2cccc3ccccc23)c1 (stereo not drawn),0,-1
OCCN(CCO)c1ccc(C(c2ccccc2Cl)c2ccc(N(CCO)CCO)cc2Cl)c(Cl)c1,-3,61
COc1ccc(S(=O)(=O)Nc2nc3ccccc3nc2Nc2ccc3c(c2)OCO3)cc1,-3,40
CC(=O)c1ccc(-n2c(SCC(=O)c3c[nH]c4ccccc34)nc3ccccc3c2=O)cc1,49,-8
COC(=O)c1ccc2nc(Nc3nc4ccc(F)cc4s3)sc2c1,-10,98
COc1cccc(C(=O)/C=C/Nc2ccc(S(=O)(=O)Nc3onc(C)c3C)cc2)c1,4,0
CS(=O)(=O)NN1C(=O)c2ccccc2NC1c1c[nH]c2ccccc12 (stereo not drawn),2,-4
C=CCn1c(COc2cccc(C)c2C)nnc1SCC(=O)N1CCN(c2ccccc2)CC1,-4,88
Cc1nnc(SCc2cc(=O)oc3ccc4ccccc4c23)n1Cc1ccccc1,-1,6
O=[N+]([O-])c1cc(-c2cnc3ccccc3n2)ccc1Oc1ccc(Cl)cc1,1,28
Cc1ccc(S(=O)(=O)NNC(=O)c2ccncc2)cc1,0,-15
O=C(COc1ccc2c(C(F)(F)F)cc(=O)oc2c1)Nc1ccc(N2CCOCC2)cc1,79,-12
# Remaining list, next part
SMILES,Mac1 fbg enh,Mac1 fbg inh
CC(C)NC(=S)NC(=O)c1ccc(-c2ccccc2)cc1,-7,80
NNC(=O)C1CC1c1ccccc1 (stereo not drawn),0,-28
COc1ccc(NC(=O)NC23CC4(C)CC(C)(CC(C)(C4)C2)C3)cc1OC,-4,79
CCc1cccc(CC)c1NC(=O)COC(=O)c1ccccc1-c1nc2ccccc2s1,2,-7
Cc1ccc(C)c(NC(=O)CCCCCCCCCCC2COCCO2)c1 (stereo not drawn),39,24
O=S1(=O)CCC(NC(=S)N2CCCCCC2)C1 (stereo not drawn),-4,-2
Cc1ccsc1/C=N/n1c(COc2ccccc2)n[nH]c1=S,2,27
C/C(=N\OCC(=O)Nc1ccc(F)c(F)c1F)c1cc2ccccc2o1,1,40
O=C(Cn1nc(CNc2ccc(Cl)cc2)[n+]2c1CCCCC2)c1ccc(Cl)cc1,8,4
CCOc1ccc(NS(=O)(=O)c2cc(NC(=O)c3cccc(C)c3)ccc2Cl)cc1,-2,22
CC(OC(=O)c1ccc(NS(=O)(=O)c2cccs2)cc1)C(=O)N(C)C1CCCCC1 (stereo not drawn),0,-13
COC(=O)C1=C(C)N(C(C)c2ccccc2)C(=O)C1 (stereo not drawn),-1,-2
O=C(c1cccc([N+](=O)[O-])c1)N(c1ccccn1)c1ccccn1,0,-13
O=C(COC(=O)C1CCC(=O)N1)Nc1ccc(Br)cc1 (stereo not drawn),4,-4
Cc1ccc(S(=O)(=O)N2CCOCC2)cc1C(=O)Nc1nc2ccccc2[nH]1,-6,-15
COc1ccc(-c2[nH]ncc2/C=N/NC(=O)c2ccc(Br)cc2)c(OC)c1,14,9
O=C(NNC1=NCCC1)c1cccc(S(=O)(=O)N2CCOCC2)c1,0,1
CCC(=O)Nc1nnc(-c2ccccn2)o1,4,-5
N=C(N)SCc1nc2ccccc2c(=O)n1-c1ccccc1,-2&7,-2&-19
Fc1c(F)c(F)c(N/N=C/c2c[nH]c3ccccc23)c(F)c1F,2,6
Cc1ccc(-n2c(C)n[nH]c2=S)cc1C,-6,1
O=C(CC(Nc1ccccc1)c1ccc(F)cc1)c1ccccc1 (stereo not drawn),2,11
CCOc1ccc(C2C3=C(Nc4nc(N)[nH]c(=O)c42)c2ccccc2C3=O)cc1 (stereo not drawn),52,-2
O=C(NNC(=O)c1cc(-c2ccccc2)n(-c2ccccc2)n1)c1cccc([N+](=O)[O-])c1,6,13
CC(C)CNC(=O)NC(=O)COC(=O)c1ccccc1Sc1ccc(C(F)(F)F)cc1[N+](=O)[O-],9,10
COC(=O)c1ccc(N2Cc3ccccc3/C2=N\C(=O)Nc2ccccc2)cc1,1,-8

# An excerpt; the hit share may differ from the screen's.
